# BAZ2B block: qHTS Assay for Inhibitors of BAZ2B; Bromodomain adjacent to zinc finger domain protein 2B (Homo sapiens), Q9UIF8; AlphaScreen BAZ2B-H3K14Ac peptide displacement; Potency, µM (series often up to 114 µM), without a hit: at the top dose activity change, negative = inhibition, most hits filed as inhibitors; actives 4.4% (n = 360,000); also: % is scaled to controls: 0 for no effect and ±100 for the full control effect; nearly all actives have a fitted effect of over 60% in size
#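 Compounds, titrated to a top concentration of 110 uM, were incubated 30 min at room temperature with preformed BAZ2B/acetyl-K14 H3 peptide complex (50 nM each). Proximity signal was measured by AlphaScreen after 20 min with beads.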
# G9a block: qHTS Assay for Inhibitors of Histone Lysine Methyltransferase G9a; Histone-lysine N-methyltransferase EHMT2 (Homo sapiens), Q96KQ7; G9a H3K9 monomethylation, AlphaScreen, 2 h; Potency, µM (highest dose often 102 µM), for the others: at the top dose activity, negative = inhibition, usual class: inhibitors; actives 8.8% (n = 350,000); AID 504332, 2011; also: % is scaled to controls: 0 for no effect and ±100 for the full control effect; nearly all actives have a fitted effect of over 75% in size
#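 Enzyme 20 nM + cpd, 15 min RT; add b-H3K9 pep 500 nM / SAM 20 uM; 2 h RT; anti-H3K9me1 Ab 0.5 ug/mL + SA donor / anti-rabbit acceptor beads 20 ug/mL each, 10 min; AlphaScreen read.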
# BLM inh: qHTS Assay for Inhibitors of Bloom's syndrome helicase (BLM) | actives 0.2% (n = 350,000) | Potency, µM (doses to about 56.1 µM), for the others: top-dose activity change, negative = inhibition, hits mostly inhibitors | RecQ-like DNA helicase BLM (Homo sapiens), P54132 | recombinant BLM DNA unwinding, fluorescence dequenching | AID 2528, 2010;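 also: plate controls were vehicle for no effect and no enzyme for full effect; nearly all actives have a fitted effect of over 35% in size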
# POLK inh: qHTS for Inhibitors of Polymerase Kappa | Potency, µM (series often up to 107 µM), inactives show at the highest dose activity, negative = inhibition, usual class: inhibitors | purified Pol kappa, fluorescent DNA synthesis assay, 10 min | actives 0.53% (n = 400,000); also: % is scaled to controls: 0 for no effect and ±100 for the full control effect
#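 10 nM Pol kappa was preincubated with compounds for 15 min at room temperature. Reaction started with 50 nM (final) substrate. Fluorescence read kinetically at 0 and 10 min.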
# APEX1 inh: qHTS Assay for Inhibitors of the Human Apurinic/apyrimidinic Endonuclease 1 (APE1); DNA repair nuclease/redox regulator APEX1 (Homo sapiens), P27695; recombinant APE1, TAMRA/BHQ-2 abasic DNA cleavage fluorescence; Potency, µM (highest dose often 65.8 µM), without a hit: at the highest dose activity change, negative = inhibition, most hits filed as inhibitors; actives 0.35% (n = 350,000);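 also: plate controls were vehicle for no effect and reference inhibitor for full effect; nearly all actives have a fitted effect of over 55% in size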
#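 Activity was derived from the fluorescence gain between first and third kinetic reads (60 s intervals, ex 525/em 598 nm) after 50 nM THF-abasic TAMRA/BHQ-2 duplex was added to 0.75 nM APE1 preincubated 15 min with compound.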
# JMJD2A Tudor inh: qHTS Assay for Inhibitors of JMJD2A-Tudor Domain; Lysine-specific demethylase 4A (Homo sapiens), O75164; AlphaScreen JMJD2A-Tudor / H3K4me3 peptide binding; Potency, µM (titrated, usually from 114 µM), inactives show top-dose activity change, negative = inhibition, usual class: inhibitors; actives 4.4% (n = 390,000); also: % is scaled to controls: 0 for no effect and ±100 for the full control effect; nearly all actives have a fitted effect of over 50% in size
# Pol eta inh: qHTS for Inhibitors of Polymerase Eta. DNA polymerase eta (Homo sapiens), Q9Y253. recombinant Pol eta, fluorescent DNA replication assay. Potency, µM (top dose mostly 114 µM), without a hit: at the highest dose activity change, negative = inhibition, actives largely listed as inhibitors. actives 1.2% (n = 390,000); also: % is scaled to controls: 0 for no effect and ±100 for the full control effect
#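 Pol eta at 10 nM preincubated with compounds 15 min at room temperature; reaction started with fluorescent substrate (50 nM final) and read kinetically at 0 and 10 min.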
# POLI inh: qHTS for Inhibitors of Polymerase Iota. Potency, µM (highest dose often 115 µM), for the others: at the top dose activity, negative = inhibition, actives largely listed as inhibitors. actives 1% (n = 390,000). DNA polymerase iota (Homo sapiens), Q9UNA4. Pol iota fluorescent replication assay, 10 min. AID 588590, 2011
#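 Pol iota at 10 nM preincubated 15 min with compounds at room temperature; reaction started with fluorescent substrate, 50 nM final. Fluorescence read kinetically at 0 and 10 min; buffer-only wells as negative control.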
# POLB inh: qHTS Assay for Inhibitors of DNA Polymerase Beta; P06746; Potency, µM (series often up to 114 µM), inactives show at the highest dose activity change, negative = inhibition, actives largely listed as inhibitors; actives 1.3% (n = 340,000); AID 485314, 2010; Pol beta primer extension/strand displacement, fluorescence kinetic; also: % is scaled to controls: 0 for no effect and ±100 for the full control effect
#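 Human Pol beta at 10 nM; strand-displacement substrate 50 nM final. Compound exposure 15 min at room temperature before start, reaction 10 min at room temperature.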
# Active calls of the source: *; ? = inconclusive; / = no result given; [ ] = another dose, or the depositor's remark. Calls follow the shape of the dose curve; as a rule, active = well fitted curve in the direction sought with a large enough effect; inconclusive = small, poorly fitted or top-dose-only effect, or another doubt; inactive = no such curve, though single readings can be large; an effect the other way counts as inactive or inconclusive. Potency is read from the fitted curve at half-maximal effect. Not all compounds are listed, so the mix of outcomes need not match the whole.
no.	mol	BAZ2B block	G9a block	BLM inh	POLK inh	APEX1 inh	JMJD2A Tudor inh	Pol eta inh	POLI inh	POLB inh
1	CCOc1ccc(C(C)C)cc1S(=O)(=O)Nc1cccc(-c2ccc(N3CCOCC3)nn2)c1	-1%	3%[59 µM]	-7%	-5%[60.1 µM]	/	-11%	-1%	-8%	-10%
2	O=C(COc1ccc(Cl)cc1Cl)NCCCNC(=O)c1cnccn1	1%	?	-10%	-15%	13%	-3%	-12%	17%	13%
3	Cc1cc(=O)c2ccccc2n1Cc1ccccc1	0%	-33%	1%	-10%	2%	-6%	-7%	3%	-13%
4	CCCCNC(=O)C1CC(=O)N(C2CCCC2)C1 (configuration not stated)	3%	-8%	-3%	-4%	10%	-4%	-8%	-17%	-3%
5	COc1ccc(C(=O)NCCCNC(=O)c2cccnc2)cc1Br	-3%	5%	0%	3%	9%	-4%	-21%	7%	39%
6	O=C(COC(=O)c1ccc(Cl)c(S(=O)(=O)NCc2ccccc2)c1)NC1CC1	-3%	5%[59 µM]	/	-21%	58%[activator]	-23%	-7%	10%	/
7	CC(=O)C1=C(C)NC(SCC(N)=O)=C(C#N)C1CC(C)C (configuration not stated)	-15%	7.1µM*	2%	-9%	6%	22µM*	0%	81%[activator]	1%
8	O=C(CSc1nnc(-c2ccc3c(c2)OCO3)n1-c1ccccc1)c1ccccc1	-3%	-2%[59 µM]	4%	2%	3%	-3%	-18%	-18%	4%
9	C=C(C)CN(CC)C(=O)CC1C(=O)NCCN1Cc1c(F)cccc1Cl (configuration not stated)	-23%	36%	-4%	-1%	0%	-7%	-8%	-8%	12%
10	Cc1cccc(C(=O)NCC(=O)N2CC(=O)Nc3ccccc32)c1	-1%	3%	-3%	4%	9%	-6%	-4%	17%	?
11	O=C(CSc1nccc(=O)[nH]1)NCc1ccc2c(c1)OCO2	-9%	?	-8%	-13%	-7%	-20%	1%	-17%	-20%
12	COc1ccc(NC(=O)N2CCCc3ccccc32)cc1	11%	?	-2%	-2%	-2%	-5%	-16%	3%	7%
13	C=CCN=C1S/C(=C/c2cccc([N+](=O)[O-])c2)C(=O)N1CC=C	?	?	-8%	-13%	5%	-34%	-11%	6%	0%
14	CCOC(=O)CNC(=S)N(Cc1ccccc1F)C1CCCCC1	16%	19%	-6%	-18%	-2%	-2%	-2%	98%[activator]	18%
15	Cc1ccc([N+](=O)[O-])cc1N=C(c1cccc(Br)c1)N1CCOCC1	-12%	-5%[59 µM]	-6%	0%	-6%	-17%	-12%	-2%	25%

# Compounds shown so far that have an aryl methoxy group, in the order listed:
no.	mol	BAZ2B block	G9a block	BLM inh	POLK inh	APEX1 inh	JMJD2A Tudor inh	Pol eta inh	POLI inh	POLB inh
5	COc1ccc(C(=O)NCCCNC(=O)c2cccnc2)cc1Br	-3%	5%	0%	3%	9%	-4%	-21%	7%	39%
12	COc1ccc(NC(=O)N2CCCc3ccccc32)cc1	11%	?	-2%	-2%	-2%	-5%	-16%	3%	7%

# (continued)
no.	mol	BAZ2B block	G9a block	BLM inh	POLK inh	APEX1 inh	JMJD2A Tudor inh	Pol eta inh	POLI inh	POLB inh
16	CC(Sc1nc(-c2ccccc2)cc(C(F)(F)F)n1)C(=O)N1CCCCC1 (configuration not stated)	2%	70%[activator]	-8%	-17%	-2%	19%	-10%	2%	1%
17	COc1ccc(-c2cc(-c3ccc(F)cc3)nc(N3CCN(C)CC3)n2)cc1	9%	-4%[59 µM]	4%	0%	-2%	-13%	-18%	13%	4%
18	COCCNC(=O)CCc1ccc(S(=O)(=O)Nc2ccc(C)cc2)cc1	-1%	-50%[2.33 µM]	5%	-22%	-12%	-20%	4%	-1%	7%
19	COc1ccccc1OCC(O)CN1CCN(C(=O)c2ccccc2)CC1 (configuration not stated)	-6%	-9%	-3%	0%	-9%	-9%	-15%	122%[activator]	18%
20	CN(C(=O)C1CCCC1)C1CCS(=O)(=O)C1 (configuration not stated)	7%	-15%	/	-11%	26%	-9%	0%	-5%	/
21	Cc1ccc(NS(=O)(=O)c2ccc(NC(=O)C3CCCO3)cc2)cc1 (configuration not stated)	3%	-3%[59 µM]	-14%	-8%	-1%	-17%[57.1 µM]	?	-1%	0%
22	CCOC(=O)c1cc(NC(=O)c2ccc(C)cc2)c(=O)n2c1oc1ccccc12	-18%	-24%[59 µM]	-3%	-18%	/	-5%	-15%	13%	0%
23	Cn1c2c(c(=O)n(C)c1=O)C(NS(=O)(=O)c1ccccc1)(C(F)(F)F)C(=O)N2 (configuration not stated)	-24%	?	0%	-1%	-7%	-22%	4%	1%	3%
24	Cc1nc(SCC(=O)NC(C)c2ccccc2)c2oc3ccccc3c2n1 (configuration not stated)	0%	-5%[59 µM]	-1%	-7%	14%	-35%	-3%	11%	9%
25	CCOC(=O)c1cnn(-c2ccccc2)c1N	10%	-17%[59 µM]	-4%	-7%[60.1 µM]	5%	-3%	0%	0%	7%
26	Cc1nc(-c2ccc(C(=O)Nc3ccccc3F)cc2)cs1	-2%	1%	-5%	-8%	11%	-3%	-17%	70%[activator]	-1%
27	CCCCCC(=O)N1CC2(CC(c3cccc(NC(=O)c4ccccc4)c3)=NO2)C[C@@H]1C(N)=O (some centres not stated)	1%	/	0%	-3%	0%	-16%	-14%	-11%	83%
28	CC(=O)c1ccc(OCCCC(=O)Nc2cc(S(=O)(=O)N(C)C)ccc2C)cc1	5%	-11%[59 µM]	3%	-4%	1%	5%	-7%	13%	?
29	O=S(=O)(c1ccc(Cl)cc1)c1cnc2ccccc2n1	-17%	-1%	-2%	-2%	-2%	-29%	-29%	-13%	1%
30	CN(Cc1ccccc1)Cc1nc2scc(-c3ccccc3)c2c(=O)[nH]1	?	-1%	-8%	6%	3%	-19%	-20%	-3%	25%
31	O=C(Nc1ccccc1)Nc1ccc(-n2ccc(C(F)(F)F)n2)cc1	3%	-3%	-4%	-10%	-6%	-14%	-23%	5%	0%
32	COC(=O)[C@]1(C)N[C@H](CN(C)S(=O)(=O)c2ccccc2)[C@@H]2C(=O)N(C)C(=O)[C@@H]21	/	/	/	6%	26%	?	-8%	?	/
33	Cc1cccc([C@@H]2C[C@H]3CN(Cc4cccc(Cl)c4)C(=O)[C@]34CCCN24)n1	-21%	40µM*	-2%	3%	-1%	-2%	-4%	21%	4%
34	Cc1c(Cl)c([N+](=O)[O-])nn1CC(=O)NCc1cccs1	9%	24%[59 µM]	2%	?	15%	-8%	-99%	?	33%
35	Cc1ccc(S(=O)(=O)NCC(C)n2nc(C)nc2C)cc1 (configuration not stated)	-17%	4%	-2%	-1%	10%	-14%	-4%	35%[activator]	8%
36	Cc1ccccc1NC(=O)CSc1nnc(CNC(=O)c2ccco2)n1C	6%	-2%	/	-16%	-9%	-2%	-25%	22%	/
37	COCc1cc(C)[nH]c(=O)c1C(=O)NC12CC3CC(CC(C3)C1)C2	?	/	-5%	15%	16%	-5%	-7%	21%	1%
38	O=C(NCCCN1CCCCC1)c1ccc2c(c1)sc1nc(-c3ccc(F)cc3)cn12	-7%	-11%[59 µM]	-1%	-29%	/	-24%	0%	7%	4%
39	Cc1ccc(N2CC(C(=O)NCc3ccc4c(c3)OCO4)CC2=O)cc1C (configuration not stated)	7%	?	-3%	-20%	0%	-35%	8%	-2%	-24%
40	CCN(CC)c1ccc(C(=S)N2CCN(c3ccccc3)CC2)cc1	10µM*	11µM*	-8%	-10%	1%	-17%[11.4 µM]	-9%	?	16%
41	CN(C(=O)c1cccc(NC(=O)Cc2cccc(NC(=O)C3CCCN(C(=O)C4CC4)C3)c2)c1)C1CCC1 (configuration not stated)	/	/	/	4%	/	-11%	-18%	17%	/
42	CC(=O)c1ccc(N2CCN(C(=S)Nc3ccccc3F)CC2)cc1	0%	-8%	3%	-1%	2%	0%	-14%	17%	22%[57.1 µM]
43	C[C@@H]1CN(C(=O)c2nc3ccc(Cl)cn3c2CN2CCc3sccc3C2)C[C@H](C)O1	-3%	-27%	-1%	7%	-1%	5%	-17%	?	-26%
44	CCN1CCN(CCNC(=O)c2ccc(CS(=O)c3ccc(Cl)cc3)o2)CC1 (configuration not stated)	4%	-10%	1%	1%	-10%	-10%	-3%	13%	-26%
45	Cc1cc(C)cc(NC(=O)C(OC(=O)c2cccs2)c2ccccc2)c1 (configuration not stated)	4%	17%[59 µM]	-4%	-11%	1%	-3%	-9%	92%[activator]	17%
46	CCC(=O)c1ccc(OCC(O)CN2C(=O)NC(C)(C)C2=O)cc1 (configuration not stated)	11%	-1%	2%	-2%	-2%	-17%	-4%	2%	29%
47	CCCn1c(CC)nc([N+](=O)[O-])c1Sc1ccc(F)cc1	-3%[57.1 µM]	22%	-1%	-5%	0%	?	6%	15%	0%
48	COc1cccc2cc(C(=O)NCc3ccccn3)c(=O)oc12	9%	-1%[59 µM]	7%	1%	6%	-4%	-10%	-5%	24%
49	Cc1cc(C)cc(NC(=O)C(=O)NCc2ccccn2)c1	-3%	14%[59 µM]	-2%	-2%	2%	-19%	-8%	18%	-21%
50	Cc1ccc(NCc2nnc(SCC(=O)N(Cc3ccccc3)C(C)(C)C)o2)c(C)c1	?	-2%[12.7 µM]	-14%	-21%	10%	?	-25%	13%	-2%

# Shown with values ahead of the structure: 2 of the compounds above
No. | BAZ2B block | G9a block | BLM inh | POLK inh | APEX1 inh | JMJD2A Tudor inh | Pol eta inh | POLI inh | POLB inh | compound
47 | -3%[57.1 µM] | 22% | -1% | -5% | 0% | ? | 6% | 15% | 0% | CCCn1c(CC)nc([N+](=O)[O-])c1Sc1ccc(F)cc1
50 | ? | -2%[12.7 µM] | -14% | -21% | 10% | ? | -25% | 13% | -2% | Cc1ccc(NCc2nnc(SCC(=O)N(Cc3ccccc3)C(C)(C)C)o2)c(C)c1
